Screens: PubChem, several laboratories
core dimer inh: blocks dimerization of HCV core protein; TR-FRET GST/Flag-core106 dimerization, 1536-well; inhibition, % at 5 µM; hit rate 0.33% among 300,000;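 active means inhibition above the mean of all tested compounds plus 3 SD, set per screening campaign, cut at about 45% in these data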
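test system = GST/Flag-tagged HCV core106 proteins | probe or stimulus = Eu donor and XL665 acceptor anti-tag antibodies | times = compound-protein-antibody incubation 4 h at 22.5 °C | signal = TR-FRET, excitation 340 nm, emission 617 and 671 nm | measure = percent inhibition of core106 dimerization signal | controls = wells lacking GST-core106 and wells with excess unlabelled core106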
proCasp7 act: counter-screen for procaspase-3 activators: activators of human procaspase-7; P55210; recombinant procaspase-7, Ac-DEVD-pNA absorbance 405 nm; D23A/D198A/D206A triple mutant, cannot self-cleave; scale: DMSO 0, 5 µM enzyme 100; activation, % at 8.5 µM; hit rate 0.093% among 330,000; AID 463210;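 active means percent activation above the screen-wide mean plus 3 SD, cut at about 25% in these data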
Target sequence (P55210 whole entry D23A/D198A/D206A): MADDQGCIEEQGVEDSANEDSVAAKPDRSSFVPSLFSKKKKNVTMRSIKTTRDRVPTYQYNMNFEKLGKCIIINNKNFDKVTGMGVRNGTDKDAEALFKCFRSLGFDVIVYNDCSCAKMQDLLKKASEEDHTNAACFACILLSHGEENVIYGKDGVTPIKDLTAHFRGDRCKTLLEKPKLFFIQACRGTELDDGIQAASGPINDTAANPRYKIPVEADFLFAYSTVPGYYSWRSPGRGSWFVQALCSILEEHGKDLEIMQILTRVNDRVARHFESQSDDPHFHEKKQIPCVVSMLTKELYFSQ
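Material: Procaspase-7 triple mutant (PC-7 D3A) | Quantity: 2 µM procaspase-7 mutant as dispensed | Reagent: DEVD-pNA substrate | Times: 1 h preincubation, 2 h reaction | Technique: 405 nm absorbance of p-nitroaniline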
Fh CTSL1 inh: cathepsin L1 inhibition, PFM18AAP counter-screen | recombinant F. hepatica cathepsin L1, Z-Leu-Arg-MCA fluorescence | inhibition, % at 5.96 µM | hit rate 0.49% among 300,000 | AID 1906;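 active means inhibition above the mean of all tested compounds plus 3 SD, set per screening campaign, cut at about 17% in these data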;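 further: 0% = plate median of test compound wells and 100% = 1 µM Z-Phe-Ala-diazomethylketone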
PP1 counter: counter-screen for PP5 inhibitors: inhibitors of human PP1-alpha | AID 2235 | P62136 | hit rate 0.9% among 320,000 | purified PP1alpha, OMFP fluorescence | inhibition, % at 6.7 µM;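 active means inhibition above the mean inhibition of all tested compounds plus 3 SD, computed separately for each screening campaign, cut at about 15% in these data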
Target sequence (P62136 whole entry, looked up): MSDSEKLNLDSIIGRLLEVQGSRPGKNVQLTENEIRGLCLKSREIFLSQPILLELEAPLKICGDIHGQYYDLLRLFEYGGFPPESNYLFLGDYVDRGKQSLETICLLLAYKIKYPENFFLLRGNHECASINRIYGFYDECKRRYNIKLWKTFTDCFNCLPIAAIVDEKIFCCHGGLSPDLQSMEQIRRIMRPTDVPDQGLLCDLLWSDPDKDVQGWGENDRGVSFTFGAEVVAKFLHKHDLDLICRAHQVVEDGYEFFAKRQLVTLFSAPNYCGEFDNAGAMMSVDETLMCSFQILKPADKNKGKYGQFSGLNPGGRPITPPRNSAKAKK
Efflux pump mplx: antifungal efflux pump inhibition, Nile Red retention; S. cerevisiae Candida pump triplex; hit rate 0.44% among 330,000; inhibition, % at 10 µM;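 active means plate passing quality check with inhibition over a set limit, or well fluorescence over plate mean plus 4 SD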;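 further: Nile Red retained in pooled yeast measured as flow cytometry median fluorescence; 0% = buffer negative control and 100% = Enniatin B positive control; higher means more Nile Red kept so more efflux inhibition; some compounds called inactive have numbers as strong as hits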
procasp3 activ: activators of human procaspase-3; AID 463141; recombinant procaspase-3 D3A, Ac-DEVD-pNA absorbance 405 nm; activation, % at 8.5 µM; P42574; hit rate 0.11% among 330,000;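 active means activation above the mean of all tested compounds plus 3 SD, cut at about 21% in these data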;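 further: 0% = DMSO alone and 100% = DMSO wells spiked with extra 5 µM PC-3 D3A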
Target sequence (P42574 whole entry D9A/D28A/D175A): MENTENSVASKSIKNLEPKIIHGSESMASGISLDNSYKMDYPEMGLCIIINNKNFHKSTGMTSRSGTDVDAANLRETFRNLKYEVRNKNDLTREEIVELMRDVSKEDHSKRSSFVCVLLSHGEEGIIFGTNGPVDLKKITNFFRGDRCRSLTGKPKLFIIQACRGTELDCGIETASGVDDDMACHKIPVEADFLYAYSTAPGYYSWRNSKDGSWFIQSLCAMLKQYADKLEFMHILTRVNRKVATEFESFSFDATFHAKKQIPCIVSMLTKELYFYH
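Assay system – Procaspase-3 D3A mutant, all three cleavage aspartates alanine · Controls – DMSO-only low control, 5 µM PC-3 D3A high control · Schedule – 1 h compound preincubation, 2 h substrate hydrolysis at 25 °C · Signal – 405 nm absorbance of p-nitroaniline, reads at 0 and 120 min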
TPT1 inh: inhibitors of Candida albicans tRNA 2'-phosphotransferase TPT1. inhibition, % at 5 µM. hit rate 0.81% among 300,000. recombinant caTPT1, FP RNA substrate dephosphorylation;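 active means inhibition above the mean of all tested compounds plus 3 SD, set per screening campaign, cut at about 24% in these data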;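 further: plate controls were DMSO alone for no effect and ferristatin control at 100 nM for full effect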
PP5 primary: blocks human protein phosphatase 5 activity. hit rate 0.18% among 320,000. AID 1987. inhibition, % at 6.7 µM. purified PP5c, OMFP substrate fluorescence;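 active means inhibition above the campaign's mean inhibition across all tested compounds plus 3 SD, cut at about 9.5% in these data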;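 further: 0% = DMSO only and 100% = 100 µM cantharidin control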
GASC-1 inh: blocks human GASC-1 demethylase activity. Q9H3R0. GST-JMJD2C(1-420) H3K9me3 demethylation, DELFIA europium. inhibition, % at 2.35 µM. hit rate 0.069% among 330,000;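 active means more than half of a compound's replicate wells show inhibition beyond 50%, single wells judged on their own value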;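 further: signal counts dimethyl H3K9 product captured on neutravidin plate; 0% = median of DMSO wells and 100% = 0.3 times that DMSO median; strong numbers were not always called active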
An asterisk follows results filed as active; x = no result given.

no.	molecule	core dimer inh	proCasp7 act	Fh CTSL1 inh	PP1 counter	Efflux pump mplx	procasp3 activ	TPT1 inh	PP5 primary	GASC-1 inh
1	COC(=O)c1cc(S(=O)(=O)NCCCN2CCCC2=O)cn1C	1	2	3	-3	-0.1	4	-3	-1.6	36
2	Cc1ccc(C2(C(F)(F)F)NC(=O)N3N=C4CCCCCN4C3=C2C#N)cc1 (stereo unspecified)	-1	-1	0	-1	-0.1	4	2	0.5	-14
3	CCCCN(C(=O)c1nn(C)c(=O)c2ccccc12)c1c(N)n(CCC)c(=O)[nH]c1=O	x	-10	x	0	-0.3	4	x	2.5	10
4	Cc1ccc2c(c1)Sc1c(ccc3ccccc13)N2	-7	-23	-15	0	0.1	-15	-37	-3.4	24
5	CCN(CC)S(=O)(=O)c1cc([N+](=O)[O-])ccc1NNC(=O)Nc1ccc(F)cc1	1	-12	3	-2	0.0	-8	-1	7.4	3
6	C=CCSC1=C(C#N)C(c2cc(Br)c(O)c(OC)c2)CC(=O)N1 (stereo unspecified)	2	-21	-2	-3	0.0	4	3	-1.9	-22
7	O=[N+]([O-])c1ccc(Nc2nc(N3CCOCC3)nc(N3CCOCC3)n2)cc1	-2	6	-2	1	-0.1	7	-2	-0.6	0
8	O=C(Nc1cccc(S(=O)(=O)Nc2ccccc2F)c1)c1ccc2ccccc2n1	14	-25	3	0	0.2	-18	-2	1.6	22
9	CN1C(=O)c2ccccc2N(C)C1c1ccc2c(c1)OCO2 (stereo unspecified)	-4	4	-2	0	-0.1	-3	-1	-0.8	3
10	CCN(c1ccccc1)S(=O)(=O)c1ccc(OC)c(NC(=O)Cc2ccc(OC)c(OC)c2)c1	x	7	x	-3	0.0	-1	x	2.2	-4
11	Cc1cc(C)c(C#N)c(Nc2cccc(Br)c2)n1	5	6	1	2	-0.2	13	-4	0.9	-3
12	OC1CCN(C(=S)Nc2ccc(Nc3ccccc3)cc2)CC1	-19	-23	-1	-1	-0.2	-12	1	3.0	-13
13	CCCc1c(OCCCOc2ccc(OCC(=O)O)cc2)ccc(C(C)=O)c1O	13	7	-3	7	0.0	9	-1	-0.4	x
14	CC(C)N(C(=O)Cn1c(-c2ccccc2Cl)nc2ccccc21)c1ccccc1	7	3	8	-1	-0.1	-4	0	-0.5	-2
15	Cn1c(=O)c(=O)n(C)c2cc([N+](=O)[O-])c(N3CCOCC3)cc21	-11	2	-1	-3	0.1	5	1	2.8	-4
16	CC1CCN(CCOc2ccc(Cl)c(Cl)c2)CC1	-4	5	0	8	0.5	-1	4	-0.7	6
17	CCC1(c2ccccc2)NC(=O)N(CC(=O)N(C)CC(=O)Nc2cccc(OC)c2)C1=O (stereo unspecified)	-1	-8	1	-3	0.1	10	-1	2.0	-3
18	CC(=O)Nc1ccc(S(=O)(=O)N2CCN(c3nc(NC4CCCC4)c4ccccc4n3)CC2)cc1	-1	8	2	11	0.1	11	-1	12*	11
19	Cn1c(=O)c2c(SCc3cccnc3)nc(C3CC3)nc2n(C)c1=O	2	-5	1	2	0.1	7	-1	1.5	-14
20	CCN(CC)S(=O)(=O)c1cccc(-c2nnc(SCc3nc4ccccc4s3)o2)c1	3	-5	3	3	0.2	2	3	2.1	8

(more compounds)
no.	molecule	core dimer inh	proCasp7 act	Fh CTSL1 inh	PP1 counter	Efflux pump mplx	procasp3 activ	TPT1 inh	PP5 primary	GASC-1 inh
21	CCOC(=O)N1CCN(C(=O)c2ccc(OC)c(S(=O)(=O)N3CCOCC3)c2)CC1	-8	8	0	-2	-0.2	9	-3	2.2	6
22	COc1ccc(F)c(-c2nc(CN3CCC(c4ccccc4)CC3)c(C)o2)c1	6	2	4	0	0.3	-2	4	0.3	-9
23	CCOC(=O)c1c(NC(=O)Nc2ccc(Cl)cc2)sc(C)c1C	15	6	-6	0	-0.1	-4	-4	1.5	5
24	COc1cccc(NC(=O)Nc2cccc(C(=O)O)c2)c1	3	8	0	-3	-0.1	-6	-5	-1.9	9
25	COCCN(C(=O)CCC(=O)Nc1ccccn1)C(C(=O)NC(C)C)c1ccc(C)cc1 (stereo unspecified)	-4	8	1	5	0.2	5	0	0.6	1
26	CCOC(=O)c1c(NC(=O)COc2ccc3ccc(=O)oc3c2)sc(C(=O)N(C)C)c1C	7	10	9	-8	0.9	-1	0	2.4	-7
27	COc1ccc(COC(=O)C2CCN(S(=O)(=O)c3ccc(OC)c(OC)c3)CC2)cc1	x	4	x	0	0.1	-2	x	1.9	6
28	COc1ccc2[nH]c(=O)c(CN(C(=O)c3ccncc3)C(C)(C)C)cc2c1	-4	8	11	-3	-0.1	-3	0	0.4	1
29	COc1ccccc1-n1c(SCC(=O)NC(C)(C)C)nnc1-c1ccco1	-1	-4	-2	-2	0.0	-4	-1	0.6	199
30	COc1ccc(C(=O)c2sc(NC(C)C)nc2N)cc1OC	-2	-5	7	1	0.2	-4	3	-2.7	2
31	CCN(Cc1ccncc1)C(=S)Nc1ccccc1	-1	-4	-2	2	0.0	6	0	1.9	-4
32	C=C(C)COc1ccc(-c2nc(N)nc(C)c2Oc2ccccc2OC)c(O)c1	4	-9	2	6	-0.2	1	-5	6.7	-5
33	COc1ccc(-n2c(N)c(C(=O)NCC3CCCO3)sc2=S)cc1 (stereo unspecified)	-2	-5	-7	1	0.4	0	-11	2.9	-16
34	Cn1c(NCc2ccccc2O)nc2ccccc21	-2	-2	-1	7	0.0	5	-4	-0.7	14
35	Cc1occc1C(=O)N/N=C/c1c[nH]c2ccccc12	-11	-17	8	2	-0.2	-2	1	-0.6	5
36	COc1ccccc1NC(=S)NCCc1ccc(S(N)(=O)=O)cc1	-2	4	-8	0	0.0	0	0	1.6	-2
37	Cc1cccc(CN2CCN(C(=O)CCl)CC2)c1	-5	1	5	-1	0.2	-5	0	3.5	5
38	COc1ccc(NC(=O)C2CCCN(c3c4c(nc5ncnn35)CCC4)C2)cc1 (stereo unspecified)	3	-14	0	3	-0.1	6	2	1.6	6
39	C/C(CC(=O)Nc1cc(C)ccn1)=N\NC(=O)c1cccc(C)c1O	-1	-7	1	-1	-0.4	12	-1	1.5	-2
40	CCOC(=O)C1CCN(c2ccc(C(N)=O)cc2[N+](=O)[O-])CC1	-1	-1	0	-2	-0.2	1	-1	2.2	3

Rewritten with two lines to a compound: entries from further up
Every second line gives: core dimer inh	proCasp7 act	Fh CTSL1 inh	PP1 counter	Efflux pump mplx	procasp3 activ	TPT1 inh	PP5 primary	GASC-1 inh
#28 COc1ccc2[nH]c(=O)c(CN(C(=O)c3ccncc3)C(C)(C)C)cc2c1
  -4	8	11	-3	-0.1	-3	0	0.4	1
#29 COc1ccccc1-n1c(SCC(=O)NC(C)(C)C)nnc1-c1ccco1
  -1	-4	-2	-2	0.0	-4	-1	0.6	199

Later entries.
no.	molecule	core dimer inh	proCasp7 act	Fh CTSL1 inh	PP1 counter	Efflux pump mplx	procasp3 activ	TPT1 inh	PP5 primary	GASC-1 inh
41	CC1CCCC/C1=N\NC(=S)NCCc1ccccc1 (stereo unspecified)	13	9	5	2	0.1	-4	1	0.6	-17
42	CN(C)c1ccc(C(=S)N2CCOCC2)cc1Br	-8	-2	-2	-1	-0.1	3	0	0.2	-302
43	O=C(CCCCCNc1nc(=S)[nH]c2ccccc12)NCCc1c[nH]c2ccccc12	6	15	-2	-2	-0.5	3	2	2.1	5
44	COc1cc(/C=C(/NC(=O)c2ccccc2)C(=O)N2CCOCC2)c([N+](=O)[O-])cc1OC	-35	-3	-1	6	-0.5	-5	0	-1.5	-11
45	Cc1ccc2nc(NC(=O)C3CCN(C(=O)c4ccc(F)cc4)CC3)sc2c1	-5	-4	2	5	-0.1	0	3	0.8	1
46	Cc1ccc(-c2cc([C@H]3[C@@H]4C=CCC[C@@]4(C)C(=O)N3Cc3ccccc3)ccc2F)cc1	18	-3	-2	2	-0.1	3	-2	1.6	5
47	CCNS(=O)(=O)c1ccc(CCC(=O)NC2CCCC2)cc1	-5	4	-1	0	0.6	3	2	-0.2	3
48	O=C(CSc1nnc(-c2ccccn2)o1)Nc1ccc(F)cc1	-3	5	1	-4	-0.1	-1	0	0.4	-3
49	Cc1cc(C)c(C2=CSC3=NS(=O)(=O)CCN23)c(C)c1	3	1	0	-3	0.0	6	-2	1.7	x
50	CCOc1ccc(CCNC(=O)COC(=O)c2nc3nc(C)cc(C)n3n2)cc1OCC	-7	1	-3	-2	0.5	-1	3	1.6	9
51	COc1ccc(N(CC(=O)Nc2cccc([N+](=O)[O-])c2C)S(C)(=O)=O)cc1OC	-3	-1	3	5	8.9*	-2	2	-0.6	4
52	CCCOC(=O)Nc1ccccc1C(N)=O	-5	3	2	-1	0.3	5	3	2.2	7
53	CC(C)CC(c1nnnn1CC1CCCO1)N1CCN(c2cccc(Cl)c2)CC1 (stereo unspecified)	12	-5	3	0	-0.2	2	-1	0.6	-5
54	O=C1CC(O)(C(F)F)Oc2ccc3ccccc3c21 (stereo unspecified)	-2	-11	0	3	0.0	3	-1	4.0	6
55	O=C(Cc1nnc(NC(=O)Nc2ccccc2)s1)Nc1ccccc1	3	-1	-2	-2	-0.1	-7	1	-3.6	-2
56	CCOC(=O)c1[nH]c2ccccc2c1NC(=O)C(CC)CC	14	3	0	-2	0.0	4	-2	-1.5	6
57	Cc1cccc(C)c1NC(=O)C(NC=O)c1ccccc1Cl (stereo unspecified)	-1	-2	4	-2	-0.3	2	-9	0.5	-1
58	O=C(NCc1ccc(F)cc1)C(c1ccccc1)c1ccccc1	-14	1	10	3	-0.2	-5	-1	-6.0	6
59	CCOc1ccccc1N1CCN(C(=O)c2cccc(-c3ccc(O)cc3)c2)CC1	19	0	-5	-1	0.1	-7	-8	2.4	2
60	CC(=O)c1ccc(N2CCN(S(=O)(=O)c3ccc4c(c3)CC(=O)N4)CC2)cc1	7	-2	1	4	0.0	-12	-3	-2.0	-6

Next part:
no.	molecule	core dimer inh	proCasp7 act	Fh CTSL1 inh	PP1 counter	Efflux pump mplx	procasp3 activ	TPT1 inh	PP5 primary	GASC-1 inh
61	NS(=O)(=O)c1ccc(CCNC(=O)C2CCC(Cn3c(=S)[nH]c4ccccc4c3=O)CC2)cc1 (stereo unspecified)	3	-2	1	0	0.0	8	-1	-2.7	3
62	Cn1c(CN2CCOCC2)nnc1SCc1cccc(F)c1	-1	-1	1	-2	0.0	1	1	-1.4	2
63	Cc1ccc(-c2nn(-c3cc(Cl)ccc3[N+](=O)[O-])c(=O)c3ccccc23)cc1	11	-3	-5	8	0.0	5	1	2.4	23
64	C#CCOc1ccccc1CNc1ccccc1	-16	3	-4	4	0.1	-5	-2	6.6	-3
65	COc1cc(C2C(C#N)=C(N)Oc3cc(N(C)C)ccc32)cc2c1OCO2 (stereo unspecified)	0	-19	0	3	0.5	-16	100*	7.0	-7
66	C/C(=N\NC(=O)CCCNc1cccc(C)c1)c1ccncc1	-6	-2	-2	-2	-0.1	-8	1	2.2	-53
67	COc1cccc(OC)c1C(=O)OCCCOC(=O)c1c(OC)cccc1OC	13	2	-2	0	0.5	0	1	-1.4	-29
68	O=C(Cc1ccccc1)NCC(=O)N/N=C/c1cccnc1	0	1	1	-6	0.0	1	-2	0.9	29
